TRb-SRC2 inh: disrupts binding of human TR beta to SRC2 | P10828 | TRbeta-SRC2 peptide binding, fluorescence polarization; receptor liganded with 1 µM T3 | Potency, µM (doses to about 106 µM), inactives show top-dose activity change, negative = inhibition, actives largely listed as inhibitors | 280,000 compounds, 0.065% hits;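 note: plate controls were bound peptide for no effect and peptide without receptor for full effect; nearly all actives have a fitted effect of over 50% in size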
Target sequence (P10828 whole entry, looked up): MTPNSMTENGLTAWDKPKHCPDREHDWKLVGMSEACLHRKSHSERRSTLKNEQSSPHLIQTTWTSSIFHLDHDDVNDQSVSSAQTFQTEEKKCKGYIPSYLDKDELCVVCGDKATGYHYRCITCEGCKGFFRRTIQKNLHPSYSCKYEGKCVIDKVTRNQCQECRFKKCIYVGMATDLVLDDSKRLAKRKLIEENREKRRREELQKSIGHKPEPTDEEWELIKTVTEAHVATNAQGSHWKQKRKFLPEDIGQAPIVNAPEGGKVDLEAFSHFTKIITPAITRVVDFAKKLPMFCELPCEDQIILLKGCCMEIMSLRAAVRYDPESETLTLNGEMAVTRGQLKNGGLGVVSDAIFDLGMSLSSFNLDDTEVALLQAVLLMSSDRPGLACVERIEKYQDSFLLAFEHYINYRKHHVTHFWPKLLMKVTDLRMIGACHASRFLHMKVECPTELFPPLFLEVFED
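Polarization signal, normalized between peptide-alone and full complex controls, measured compound effects on T3-liganded human TRb LBD (0.6 uM) binding 20 nM Texas Red SRC2 peptide after 5 hr.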
GAA glycogen: GAA glycogen-cleavage inhibition or activation; Potency, µM (titrated, usually from 76.4 µM), for inactives: at the highest dose activity change, negative = inhibition, most hits filed as inhibitors; 300,000 compounds, 0.38% hits; P10253; AID 2100; recombinant GAA, glycogen substrate, Amplex Red glucose oxidase fluorescence;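 note: 0% = full enzyme reaction and -100% = no-enzyme basal signal; the screen sought inhibitors and activators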
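qHTS, 1536-well; enzyme 4 nM final; cpd up to 77 uM; substrate bovine liver glycogen 30 ug; 50 mM citrate/phosphate pH 5.0, 0.01% Tween-20; 37 C, 40 min; Amplex Red detection 45 min RT; Hill fit → AC50.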
TR SRC2 fluor cs: Texas Red fluorescence interference in TRb-SRC2 counter-screen; TRb/SRC2 Texas Red total fluorescence interference; Potency, µM (titrated, usually from 106 µM), inactives show top-dose fluorescence change, negative = quenching; 280,000 compounds, 0.29% hits; AID 1479; active = well fitted curve in either direction with a large enough effect; inconclusive = small, poorly fitted or top-dose-only effect
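Human TRβ ligand-binding domain (0.6 uM) and Texas Red SRC2 peptide (20 nM) in Tris buffer with 1 uM T3 and 5% DMSO were incubated with pinned compound for 5 hr at ambient temperature. Total fluorescence was computed as S + 2P (555/632 nm).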
* = called active by the depositor; ? = inconclusive; & = joins results of further samples; [ ] = remark or other dose. Unless noted, calls come from the whole dose curve; as a rule, active = well fitted curve in the direction sought with a large enough effect; inconclusive = small, poorly fitted or top-dose-only effect, or another doubt; inactive = no such curve, though single readings can be large; an effect the other way counts as inactive or inconclusive. Unless noted, % is set by controls: 0 for no effect and ±100 for the full control effect; potency is the fitted concentration of half-maximal effect.

SMILES	TRb-SRC2 inh	GAA glycogen	TR SRC2 fluor cs
Cc1ccc2c(=O)cc(C(=O)Nc3ccc(S(=O)(=O)N4CCCCC4)cc3)oc2c1	1%	21%[76.3 µM]	?
CC1=C(C(=O)Nc2ccc(C)cc2Cl)C2(CCCCCC2)OC1=O	9%	-13%[76.3 µM]	11%
CC(=O)Nc1ccc(NC(=O)c2oc3ccc4c(c3c2C)C(=O)CC(C)(C)O4)cc1	2%	9%[76.3 µM]	-2%
CCCCCCn1c(CNC(=O)c2ccccc2)nc2ccccc21	2%	17%[76.3 µM]	4%
CCOC(=O)c1c(NC(=O)c2cc(CC)on2)sc(C(C)=O)c1C	-2%	10%[76.3 µM]	5%
COc1ccc(NC(=O)CN(C)S(=O)(=O)c2cnc[nH]2)cc1Cl	5%	-7%&14%[76.3 µM]	-2%
COCCCNC(=O)c1c(NC(=O)Cc2coc3cc(C)ccc23)sc2c1CCCC2	1%	4%[76.3 µM]	6%
Cc1ccc(-c2noc(-c3ccc(N4CCCCC4)c([N+](=O)[O-])c3)n2)cc1	-5%	-2%[76.3 µM]	-1%
Cc1cc(Br)ccc1NC(=O)C(NS(=O)(=O)c1cccs1)c1ccccc1 (centres undefined)	3%	9%[76.3 µM]	10%
Cc1cc(C)cc(NC(=O)c2cc(S(=O)(=O)N3CCc4ccccc43)cn2C)c1	-6%	4%[76.3 µM]	?
CCC1CN(C(=O)Nc2ccc(Br)cc2F)c2ccccc2S1 (centres undefined)	-3%	-12%[76.3 µM]	5%
O=C(Cn1c(SCCOc2ccc(Cl)cc2)nc2ccccc21)N1CCCCC1	2%	-13%[76.3 µM]	-2%
Cc1ccccc1Nc1c(-c2ccc(Cl)s2)nc2cccc(C)n12	1%	-8%[76.3 µM]	-1%
CCN(CC)S(=O)(=O)c1ccc2c(c1)N(CC(=O)Nc1ccccc1F)C(=O)C1CCCN21 (centres undefined)	0%	?	0%
O=c1c(-c2cc(-c3ccccc3)nc3c2COc2ccc(Cl)cc2-3)coc2ccc(F)cc12	5%	8%[76.3 µM]	-12%
CSc1ncc(C(=O)NCc2cccc(F)c2)c(-c2ccccc2)n1	8%	10%[76.3 µM]	-17%
Cc1ccc(C(=O)/C=C/c2cn(CC(O)CN3CCCCCC3)c3ccccc23)cc1 (centres undefined)	5%	12%[76.3 µM]	-4%
CCOCCCNc1nc2cc(OC)c(OC)cc2c2nc(-c3ccccc3)nn12	-10%	-1%[76.3 µM]	4%
Cc1c(Cl)cccc1NC(=O)NCc1c(-n2cccc2)sc2c1CCCC2	-6%	-24%[76.3 µM]	-1%
Cc1cccc(NC(=O)c2cc3c(=O)n4cccc(C)c4nc3s2)c1C	14%	12%[76.3 µM]	-13%
CCCn1c2ccccc2c2cnn(CC(=O)Nc3cc(OC)c(OC)c(OC)c3)c(=O)c21	-8%	-3%[76.3 µM]	18µM*[quencher]
CCC(=O)N1CCc2cc(Br)cc(S(=O)(=O)N3CCN(c4ccccc4OC)CC3)c21	9%	16%[76.3 µM]	-1%
CCCCNC(=O)CCn1c(=O)c2cccn2c2cccnc21	-2%	-5%[76.3 µM]	1%
Cc1ccc(-c2noc(-c3cccnc3NCc3ccco3)n2)cc1	16%	-11%[76.3 µM]	-2%
CCC1CCCCN1C(=O)CCS(=O)(=O)c1cc2c(cc1C)NC(=O)CO2 (centres undefined)	2%	-7%[76.3 µM]	2%
SMILES	TRb-SRC2 inh	GAA glycogen	TR SRC2 fluor cs
COc1ccc(N2CCN(c3c4c(nc5nncn35)CCC4)CC2)cc1	-12%	-5%[76.3 µM]	1%
COCCCNC(=O)C1CCN(c2nn3cc(-c4ccc(F)cc4)nc3s2)CC1	2%	8%[76.3 µM]	10%
Cc1ccc(CN(Cc2ccco2)C(=O)COc2ccc(C)c(C)c2)cc1	0%	-13%[76.3 µM]	5%
COc1ccc(NC(=O)c2ccco2)cc1NC(=O)c1cc(Cl)ccc1OC	-2%	14%[76.3 µM]	0%
O=C(NC1(C(F)(F)F)C(=O)Nc2c1c(=O)[nH]c(=O)n2-c1ccc(F)cc1)c1ccccc1 (centres undefined)	0%	-4%[76.3 µM]	-4%
COc1ccc(-c2[nH]ncc2C(=O)NCc2cccc(F)c2)cc1	1%	16%[76.3 µM]	1%
Cc1ccc2nc(NC(=O)c3nc(SCc4ccccc4C)ncc3Cl)sc2c1	1%	14%[76.3 µM]	-1%
CC1CCN(S(=O)(=O)c2ccc3c(c2)N(CC(=O)NCCCOC(C)C)C(=O)CO3)CC1	4%	6%[76.3 µM]	0%
CC(C)CCOc1ccc(Oc2nc(N(C)C)nc(N(C)C)n2)nn1	1%	15%[76.3 µM]	1%
COc1ccc(C(=O)N(Cc2ccco2)Cc2ccccc2F)cc1Cl	-6%	-9%[76.3 µM]	-1%
CC1=C(C(=O)Nc2ccccc2)C(c2cccnc2)n2nc(SCc3ccccc3F)nc2N1 (centres undefined)	-3%	-24%[76.3 µM]	-1%
Cn1ccnc1SCC(=O)Nc1cccc(Br)c1	7%	-12%[76.3 µM]	6%
Cc1c(Cl)cccc1NS(=O)(=O)c1ccc(NS(=O)(=O)c2ccc3c(c2)OCCO3)cc1	8%	4%[76.3 µM]	-1%
CCc1ccc(NC(=O)CSc2nnc(-c3nonc3NC(C)=O)n2-c2ccccc2)cc1	7%	7%[76.3 µM]	-27%
CCc1ccc(C(=O)CC2(O)C(=O)N(Cc3ccc(C)cc3)c3ccccc32)cc1 (centres undefined)	9%	7%[76.3 µM]	-1%
CCn1cc(CNC(=O)c2cc(-c3ccc(C)c(C)c3)nc3ccccc23)c(C)n1	-35%[1.83 µM]	-1%[76.3 µM]	-80%[1.83 µM]
Cc1nn(C(C)(C)C)c(OC(=O)c2c(F)cccc2F)c1Sc1ccccc1	-1%	-22%[76.3 µM]	-4%
CCn1c(C(=O)NCc2ccc(OC(C)C)cc2)cc2oc3ccccc3c21	1%	-10%[76.3 µM]	-6%
COc1cccc(-c2noc(CCCC(=O)NCc3ccco3)n2)c1	6%	-4%[76.3 µM]	10%
CCN(C(=O)Cn1ncc2c1-c1cc(C)ccc1OC2)c1cc(Cl)ccc1OC	-2%	1%[76.3 µM]	-24%
Cc1ccc2oc3c(c(=O)c2c1)C(c1ccc(OCC(N)=O)cc1)N(Cc1ccc2c(c1)OCO2)C3=O (centres undefined)	1%	-2%[76.3 µM]	2%
COc1ccc(-c2nn(C)c3sc(C(=O)N4CCN(c5cc(Cl)ccc5C)CC4)cc23)cc1OC	-7%	-3%[76.3 µM]	0%
COc1ccc(-c2ccc3c(N)c(C(=O)Nc4ccc(C)cc4C)sc3n2)cc1OC	-1%	-9%[76.3 µM]	-2%
Cc1sc2ncn(CC(=O)N3CCN(c4ccccc4F)CC3)c(=O)c2c1S(=O)(=O)N1CCN(c2ncccn2)CC1	-1%	13%[76.3 µM]	4%
CC1CCN(S(=O)(=O)c2ccc3c(c2)N(CC(=O)N2CCN(c4ccccc4)CC2)C(=O)CO3)CC1	4%	-14%[76.3 µM]	-2%

Compound profiles, from the list above:
`CC1CCN(S(=O)(=O)c2ccc3c(c2)N(CC(=O)NCCCOC(C)C)C(=O)CO3)CC1` as listed: TRb-SRC2 inh: 4%; GAA glycogen: 6%[76.3 µM]; TR SRC2 fluor cs: 0%
`Cc1ccc2nc(NC(=O)c3nc(SCc4ccccc4C)ncc3Cl)sc2c1` as listed: TRb-SRC2 inh: 1%; GAA glycogen: 14%[76.3 µM]; TR SRC2 fluor cs: -1%

Arranged by heavy-atom count (high to low): part of the list above.
SMILES	TRb-SRC2 inh	GAA glycogen	TR SRC2 fluor cs
CCn1cc(CNC(=O)c2cc(-c3ccc(C)c(C)c3)nc3ccccc23)c(C)n1	-35%[1.83 µM]	-1%[76.3 µM]	-80%[1.83 µM]
Cc1nn(C(C)(C)C)c(OC(=O)c2c(F)cccc2F)c1Sc1ccccc1	-1%	-22%[76.3 µM]	-4%
COc1cccc(-c2noc(CCCC(=O)NCc3ccco3)n2)c1	6%	-4%[76.3 µM]	10%
Cn1ccnc1SCC(=O)Nc1cccc(Br)c1	7%	-12%[76.3 µM]	6%

The list goes on.
SMILES	TRb-SRC2 inh	GAA glycogen	TR SRC2 fluor cs
CCCc1nnc(NC(=O)c2cc(=O)c3cc(Cl)ccc3o2)s1	5%	-7%[76.3 µM]	1%
CSc1ncc(C(=O)Nc2cccc(Cl)c2C)c(-c2ccccc2)n1	-3%	-15%[76.3 µM]	8%
CC(=O)N1CCc2c(sc3c2c(=O)n(-c2cccc(Cl)c2C)c(=O)n3Cc2ccccc2C)C1	4%	-10%[76.3 µM]	-11%
CCOc1ccc(-c2nonc2NC(=O)c2oc3cc(C)ccc3c2C)cc1OCC	-15%	-8%[76.3 µM]	-71%
CC(C)C(=O)Nc1ccc2nc(SCC(=O)N3CCOCC3)sc2c1	-3%	7%[76.3 µM]	5%
CCOc1ccc2c(c1)[C@@H]1C=CC[C@@H]1[C@H](c1ccccc1Cl)N2	10%	-14%[76.3 µM]	-2%
COc1cccc(CNC(=O)Cn2ncn3c(cc4ccccc43)c2=O)c1	11%	2%[76.3 µM]	-8%
O=C(CSc1nnc(COc2ccccc2)o1)Nc1cc(C(F)(F)F)ccc1Cl	0%	-10%[76.3 µM]	-3%
COc1ccc(NC(=O)CCN2CCN(c3cccc(Cl)c3)CC2)cc1	1%	11%[76.3 µM]	?
Cc1cc(C)nc(NS(=O)(=O)c2ccc(NC(=O)c3ccccc3O)cc2)n1	1%	-7%[76.3 µM]	-3%
CCn1cc(C(=O)N2CCN(c3ccc(F)cc3)CC2)c(=O)c2cc(S(=O)(=O)N(C)C3CCCCC3)ccc21	0%	11%[76.3 µM]	0%
CC1=C(C(=O)Nc2ccc(C)cc2C)C(c2cccs2)n2nc(SCc3ccc(Cl)cc3)nc2N1 (centres undefined)	-8%	11%[76.3 µM]	1%
Cc1cccc(NC(=O)CSc2nc3c(oc4ccccc43)c(=O)n2Cc2ccco2)c1	-1%	6%[76.3 µM]	-25%
Cc1cccc(C(=O)Nc2ccc(OCc3cc(=O)n4ccsc4n3)cc2)c1	-2%	2%[76.3 µM]	1%

Screening results from PubChem BioAssay.

This is a subset. The share of hits here may be higher or lower than overall.
